# Compound activity (PubChem BioAssay)
# Shn3 inh set2: inhibitors of Schnurri-3 3'UTR reporter in osteoblasts; Clone20 osteoblast Shn3 3'UTR firefly luciferase, 24 h; hit rate 0.52% among 360,000; AID 588674; inhibition, % at 12.5 µM;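 active = mean inhibition of at least 75% with every replicate also reaching 75%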;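 also: 0% = median of neutral control wells and 100% = pilot-screen positive control compound; some compounds past the cut are filed as inactive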
# NR2E3 ag-1: NR2E3 (human) agonism; Q9Y5X4; GST-NR2E3/biotin-RetCOR TR-FRET, 1536-well; inhibition of corepressor binding, % at 4.78 µM; hit rate 0.12% among 320,000; AID 2300;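 active = percent inhibition above the cutoff of mean plus 3 SD of all tested compounds, set per screening campaign, cut at about 20% in these data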;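 also: 0% = DMSO wells and 100% = biotin wells as full block of FRET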
# Target sequence (Q9Y5X4 whole entry, looked up): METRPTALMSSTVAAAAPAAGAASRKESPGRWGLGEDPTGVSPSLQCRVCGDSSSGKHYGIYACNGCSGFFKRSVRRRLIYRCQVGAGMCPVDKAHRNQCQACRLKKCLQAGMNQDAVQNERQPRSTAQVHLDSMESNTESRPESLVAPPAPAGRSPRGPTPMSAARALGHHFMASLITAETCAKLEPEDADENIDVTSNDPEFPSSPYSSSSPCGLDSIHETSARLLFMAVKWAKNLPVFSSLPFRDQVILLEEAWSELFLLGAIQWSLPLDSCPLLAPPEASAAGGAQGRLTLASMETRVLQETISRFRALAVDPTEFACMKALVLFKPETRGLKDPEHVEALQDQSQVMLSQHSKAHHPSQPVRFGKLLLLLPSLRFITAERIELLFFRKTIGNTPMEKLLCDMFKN
#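 system = GST-tagged NR2E3 plus biotinylated RetCOR corepressor | input = 1.35 nM GST-NR2E3 | also added = 7 nM biotin-RetCOR | schedule = 5 h incubation at 4 °C | measured by = TR-FRET with europium anti-GST and streptavidin-D2, 340 nm excitation | read-out = percent loss of FRET ratio relative to control wells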
# KKLEB cytotox: CF airway cell cytotoxicity counter-screen. KKLEB CF airway cells viability, ATPlite luminescence, overnight; active compounds read low; cells stimulated with P. aeruginosa culture filtrate. activity change (cytotoxicity), % at 5 µM. hit rate 0.36% among 360,000. AID 602141;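 active = corrected activity change at or below -50% at 5 µM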
# aDG glyco act: increases alpha dystroglycan glycosylation; activation, % at 10 µM; hit rate 0.22% among 360,000; Pro5-aDG cells, alpha-DG glycosylation AlphaScreen (IIH6); 0% Pro5, 100% B10-LARGE cell signal; AID 624168;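 active = activation of at least 8% versus controls, or a plate z-score of at least 8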;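 also: Pro5 are CHO cells carrying HIG-tagged alpha-DG that lacks glycosylation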
# CF NFkB inh: inhibitors of cystic fibrosis induced NF-kB; hit rate 0.86% among 360,000; KKLEB NF-kB-GFP reporter, PAF-induced, GFP fluorescence overnight; inhibition, % at 5 µM; AID 588850;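 active = at least 50% inhibition at 5 µM, scaled per plate between neutral and stimulator controls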;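 also: PAF is a Pseudomonas aeruginosa culture filtrate used as stimulus; plate controls were PAF-stimulated DMSO wells for no effect and unstimulated DMSO wells for full effect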
# HIF-2a block: inhibitors of HIF-2a. 786-0 RCC cells HIF-2a reporter, luciferase luminescence, overnight. inhibition, % at 18.8 µM. hit rate 0.72% among 360,000. AID 624352;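 active = inhibition of the luminescence signal of 40% or more relative to plate controls, in a single-dose primary screen at 18.75 µM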
# TRPM1 prom inh: reduces MITF-dependent TRPM1 promoter luciferase signal; SK-MEL-5 TRPM1 promoter luciferase, 24 h; inhibition, % at 12.5 µM; hit rate 0.83% among 330,000;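 active = mean inhibition across replicates of 60% or more, whatever share of single replicates reaches that level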; also: values of inactives mirror those of a sister screen read the other way
# NR2E3 ag-2: agonists of human NR2E3 nuclear receptor; AID 602229; Q9Y5X4; CHO-S Gal4-NCOR/VP16-NR2E3 two-hybrid, luciferase; hit rate 0.35% among 360,000; inhibition of corepressor binding, % at 3.98 µM;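 active = inhibition above the mean of all tested compounds plus 3 SD, cut at about 70% in these data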;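 also: 0% = DMSO with NR2E3 transfected cells and 100% = cells lacking NR2E3 construct; higher means lower luciferase signal from less NR2E3 corepressor binding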
# TWEAK Fn14 block: blocks TWEAK-Fn14 interaction in a reporter cell assay | TWEAK-stimulated Fn14 reporter cells, luciferase luminescence, 8 h | inhibition, % at 10 µM | hit rate 2% among 360,000; in the data active = inhibition above about 50%
# Peg3 promoter: reduces Peg3 promoter-driven luciferase expression in HeLa | hit rate 1.7% among 360,000 | HeLa PEG-Prom luciferase reporter, luminescence, overnight | inhibition, % at 20 µM;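 active = inhibition of at least 50% at 20 µM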
# iPSC survival up: increases survival of single human iPS cells; hiPSC single-cell survival, ATPlite luminescence; 100% = ROCK inhibitor wells, 0% = DMSO; survival enhancement, % at 20 µM; hit rate 0.044% among 360,000; in the data active = survival enhancement above about 18%;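 also: cells exposed to compounds for 16 hours before the ATP read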
# Active calls of the source: *; . = no result given.
SMILES,Shn3 inh set2,NR2E3 ag-1,KKLEB cytotox,aDG glyco act,CF NFkB inh,HIF-2a block,TRPM1 prom inh,NR2E3 ag-2,TWEAK Fn14 block,Peg3 promoter,iPSC survival up
CCc1ccc(N2CC(C(=O)Nc3cc(C)on3)CC2=O)cc1 (centres undefined),7,1,5,0.0,5,1,4,19,5,-7,-0.1
O=C(NN1C(=O)C2C3C=CC([C@@H]2C1=O)C31CC1)c1ccccc1 (some centres undefined),-8,0,-8,0.0,-12,7,-30,24,15,2,-0.3
CCOC(=O)c1cc(S(=O)(=O)N2CCN(C3CCCCC3)CC2)cn1C,30,-3,2,0.2,-5,-2,4,-11,0,6,-0.4
CN(C)C(CNC(=O)c1ccc2nc[nH]c2c1)c1ccccc1 (centres undefined),-2,3,-1,-0.4,2,2,-1,-12,-13,-4,0.7
CSc1ccccc1NC(=O)c1c(Br)cnn1C,-13,-1,13,0.1,-8,13,4,-13,-5,19,0.5
COc1cc(NCc2ccccc2)c2ncn(Cc3ccccc3)c2c1,8,.,-8,0.0,15,2,22,5,9,29,-0.4
O=C(c1ccc2c(=O)n(Cc3ccc(Cl)cc3)c(=S)[nH]c2c1)N1CCOCC1,17,2,-1,0.1,-6,38,29,1,75*,44,-0.4
Cn1cc(CC(=O)Nc2cccc(C#N)c2)c2ccccc21,-9,0,3,0.1,0,-134,7,-18,-41,-24,8.8
O=C(COC(=O)c1nc(Cl)ccc1Cl)Nc1ccc(Cl)cc1,-12,4,-12,-0.3,11,12,18,-12,4,-14,-0.4
Nc1ccc(S(=O)(=O)NN=Cc2ccccc2[N+](=O)[O-])cc1,-31,.,-11,-0.1,-13,3,-6,-8,-12,30,-1.5
Cc1cccc(CSc2nc3c(c(-c4cccs4)c2C#N)CN(C)CC3)c1,20,-2,2,0.0,28,15,-1,-7,40,11,-1.6
Cc1nn(-c2ccccc2)c(-c2ccccc2)c1C(=O)O,-2,-1,-3,-0.1,12,8,1,-15,9,-9,-0.9
CCCCN(C)C(=O)CS(=O)(=O)Cc1nc(-c2cccc(OC)c2)oc1C,-10,-2,-1,0.2,4,7,.,-43,14,10,4.2
COc1ccc(CCN2CC(C(=O)NCCc3ccc(C)cc3)CC2=O)cc1OC (centres undefined),-1,-2,8,0.0,-18,18,12,8,-1,15,0.6
Cn1c(=O)c2cc(NC(=S)NC3CCCCC3)ccc2n1C/C=C/c1ccccc1,-3,.,17,0.1,12,-77,.,7,-15,-10,0.2
O=C(COc1ccccc1)NCC1(N2CCCCC2)CCCCC1,14,2,-2,0.1,2,15,10,18,5,7,0.1
C[N+]1(C)CCC(=C2c3ccccc3CC(=O)c3sccc32)CC1,10,2,-6,2.7,10,14,10,8,17,-2,0.5
CC1(C)CN(c2ccc(C(=O)c3ccccc3)cc2)C1=O,-19,1,-1,0.5,4,15,-6,7,7,15,-0.7
CCOc1ccc(CN(C)C(=O)c2ccc(S(=O)(=O)N(C)c3ccccc3OC)cc2)cc1,69,3,2,0.3,-20,-3,8,24,17,25,0.3
CN(C(=O)CSc1nc2sc3c(c2c(=O)n1C)CCC3)C1CCS(=O)(=O)C1 (centres undefined),23,2,-2,0.2,-3,4,-2,12,-7,22,-0.5
O=C(N/N=C/c1ccc(F)cc1)c1cc(-c2ccccn2)nc2ccccc12,-8,.,-8,0.0,-11,-6,15,-13,-12,-3,0.5
CC(=O)OCc1nc2sc(C)c(C)c2c(=O)[nH]1,4,1,6,0.4,0,6,2,-13,9,-8,-1.7
CCN(c1ccccc1)S(=O)(=O)c1ccc(N)c(OC)c1,-3,-2,-15,0.3,8,6,14,-45,4,21,-1.8
COc1ccc(Cl)cc1NC(=O)CN(C)CC(=O)Nc1ccccc1C(F)(F)F,1,4,-13,0.1,9,23,2,-16,-7,17,0.3
Cc1cccc(-n2c(=O)cc(N3CCN(c4ccc(F)cc4)CC3)[nH]c2=O)c1,11,2,6,-0.2,-19,9,9,-9,-11,14,-0.4

# Other records follow:
SMILES,Shn3 inh set2,NR2E3 ag-1,KKLEB cytotox,aDG glyco act,CF NFkB inh,HIF-2a block,TRPM1 prom inh,NR2E3 ag-2,TWEAK Fn14 block,Peg3 promoter,iPSC survival up
COCCn1nnnc1CN1CCSCC1,-1,0,3,0.2,-7,5,5,-14,12,12,-0.6
COc1ccc2c(c1)CCc1c(C(=O)NCc3ccc(F)cc3)noc1-2,-1,3,3,0.0,-16,-11,-3,-13,-9,-13,-0.3
COc1ccccc1CNC(=O)COC(=O)Cn1cnc2c1c(=O)n(C)c(=O)n2C,3,.,9,0.0,-7,5,.,-3,-3,6,-0.3
COc1ccc(NS(=O)(=O)c2cn(C)cn2)cc1OC,8,-5,-8,-0.2,-6,8,2,-3,2,9,-0.4
CC(C)C[C@H](NC(=O)[C@@H]1Cc2ccccc2CN1C(=O)OC(C)(C)C)C(=O)NCC1CCC(C(=O)O)CC1 (some centres undefined),48,4,2,0.0,-5,5,-1,-14,6,-7,-0.2
CCOc1ccccc1N(C(C)=O)S(=O)(=O)c1ccc(Cl)cc1,-5,2,-1,0.1,14,14,-7,21,-1,14,-2.3
COc1ccc(C=O)cc1OC1C=CCCC1 (centres undefined),14,-3,-12,-0.1,6,5,-8,-44,11,33,0.1
CCN(CC)CCN(C(=O)c1ccc([N+](=O)[O-])cc1)c1nc2ccc(OC)cc2s1,-13,2,2,-0.2,4,1,-8,12,6,-5,-0.7
COCCCn1c(SCC(=O)NC(C)C)nnc1-c1ccccc1,2,1,-10,0.1,12,11,-7,20,-17,-2,5.3
Cc1ccc(-n2cnnn2)c2cccnc12,8,0,0,-0.1,3,17,-5,6,-5,15,0.0
CC(=O)N=C1SC2CS(=O)(=O)CC2N1c1cccc(Cl)c1Cl (centres undefined),3,-2,-7,-0.2,-10,20,-2,-6,3,9,-0.8
C#CCn1c(=NC(=O)c2ccco2)sc2cccc(Cl)c21,-18,-6,-5,0.1,13,-77,-3,-52,-25,-28,0.4
Cc1cc(NC(=O)CN2C(=O)NC(c3ccccc3)(c3ccc(C)c(C)c3)C2=O)no1 (centres undefined),-9,4,2,-0.3,6,17,10,9,-17,6,-5.4
COc1cccc(NC(=O)CNC(=O)c2ccc(F)cc2)c1,-4,-4,-6,-0.3,6,-40,5,-8,3,-26,-2.3
CC(C)(C)c1ccc(OCCSc2nc3ccccc3n2CC(=O)O)cc1,-4,-1,-2,0.3,-5,17,4,15,7,6,-0.5
O=C(c1cccc(Cl)c1)N1CCN(Cc2c[nH]c3ccccc23)CC1,-10,1,-5,-0.5,11,17,16,-1,3,12,-1.5
CCNC(=O)CSc1nnc(-c2ccc(OC)cc2)n1CC(C)C,4,1,10,0.1,8,7,4,-2,13,-63,-2.0
CCOC(=O)C1CCN(C(=O)c2ccc3c(=O)n4nc(Nc5ccccc5CC)sc4nc3c2)CC1,26,.,-9,0.4,-24,-1,.,11,12,40,0.0
CCOCc1nnc(NC(=O)C2CCN(C(=O)C3CC(=O)N(c4ccc(C)cc4)C3)CC2)s1 (centres undefined),-3,6,4,0.0,-2,12,8,-4,4,-11,0.1
O=C(CCc1nnc(COc2ccccc2)o1)NCc1ccccc1C(F)(F)F,-17,6,-12,0.0,5,-80,7,-4,-10,-54,-0.6
CCN(Cc1ccccc1)S(=O)(=O)c1ccc(OC)c2ncccc12,25,-3,2,0.0,4,10,0,-28,-8,7,0.0
CCCCCCCCSC1=CC(=O)C(OC)=C(OC)C1=O,95*,.,-36,-0.4,63*,9,.,59,29,93*,-3.2
CCc1ccc(NC(=O)C2CCN(S(=O)(=O)c3c(C)noc3C)CC2)cc1,12,5,-10,0.8,3,13,12,-8,-4,13,-0.3
Cc1ccc(NS(=O)(=O)c2ccc(-n3cccn3)cc2)nc1,-12,1,-8,-0.1,9,7,4,-28,5,-4,-0.5
CCOC(=O)[C@@H]1[C@H]2COc3ccc(Br)cc3[C@H]2N2C(=O)N(c3ccc(C)cc3)C(=O)[C@@]12C,-1,.,10,-0.2,-15,-3,2,-5,-17,2,-1.5

# Carrying on.
SMILES,Shn3 inh set2,NR2E3 ag-1,KKLEB cytotox,aDG glyco act,CF NFkB inh,HIF-2a block,TRPM1 prom inh,NR2E3 ag-2,TWEAK Fn14 block,Peg3 promoter,iPSC survival up
O=C(Cn1cc2c(n1)CCCC2)NCc1cccc(Cl)c1,-8,1,3,0.0,-1,-6,-3,-31,1,-3,0.2
Cc1c(O)c(CN(C)C)cc2c1oc(=O)c1ccccc12,-5,1,23,0.0,-21,8,0,-11,-27,2,0.2
COCCOC(=O)C1=C(C)NC(=O)N(C(C)=O)C1c1ccc(Cl)cc1 (centres undefined),-22,2,-12,-0.1,7,7,-5,3,7,-1,2.2
Cn1c(SCC(=O)Nc2ccccc2[N+](=O)[O-])nnc1C(F)(F)F,-1,2,2,0.0,-4,6,-1,-7,18,19,-0.4
Cc1cccc(NC(=O)c2cc3ccccc3nc2C)c1,-13,-2,6,0.1,3,-18,18,-2,13,-17,-0.5
CN(c1ccccc1C(=O)N1CCN(c2cccc(Cl)c2)CC1)S(C)(=O)=O,9,3,-8,0.2,3,2,-8,-27,-5,18,4.4
OCC[C@@H]1C[C@@H](O)[C@H](O)[C@@]2(CCCO2)O1,25,-1,8,-0.2,-13,-15,2,-4,18,-12,4.2
Cc1ccccc1-n1c(SC(C)C(=O)N2CCN(C)CC2)nc2ccccc2c1=O (centres undefined),-11,2,-2,0.1,0,18,-18,13,29,0,2.7
COc1ccccc1NC(=S)NC1CCCC1,-5,2,25,0.2,6,5,25,4,-10,11,-0.5
CN(C)c1nc(OCCNC(=O)Nc2ccccc2)nc(N2CCCCC2)n1,-6,1,-4,0.4,4,8,9,-17,28,8,-0.2
CCN1CCN(c2ccc(NC(=O)c3ccc4c(c3)OCO4)cc2)CC1,-21,2,5,-0.3,2,-97,-40,-56,0,-196,0.4
CCOC(=O)C1(CCc2ccccc2)CCN(C(=O)CCn2cncn2)CC1,-57,1,6,0.0,-4,-184,-8,-75,-27,-127,-0.8
CCCC(=O)Nc1ccc(C(=O)O)cc1NC(=O)CCC,6,0,-8,-0.1,4,2,0,6,103*,14,-2.3
O=C(CSc1nc2ccccc2c(=O)n1CC1CCCCC1)N1CCOCC1,3,-2,-13,-0.1,5,11,-5,-40,-6,15,-1.1

# An excerpt from above in order of the HIF-2a block value, lowest first:
compound | HIF-2a block
CCN1CCN(c2ccc(NC(=O)c3ccc4c(c3)OCO4)cc2)CC1 | -97
CCCC(=O)Nc1ccc(C(=O)O)cc1NC(=O)CCC | 2
Cc1c(O)c(CN(C)C)cc2c1oc(=O)c1ccccc12 | 8

# For convenience, some entries already given:
SMILES,Shn3 inh set2,NR2E3 ag-1,KKLEB cytotox,aDG glyco act,CF NFkB inh,HIF-2a block,TRPM1 prom inh,NR2E3 ag-2,TWEAK Fn14 block,Peg3 promoter,iPSC survival up
CCCC(=O)Nc1ccc(C(=O)O)cc1NC(=O)CCC,6,0,-8,-0.1,4,2,0,6,103*,14,-2.3
O=C(CSc1nc2ccccc2c(=O)n1CC1CCCCC1)N1CCOCC1,3,-2,-13,-0.1,5,11,-5,-40,-6,15,-1.1
